High-throughput results deposited in PubChem by National Center for Advancing Translational Sciences (NCATS).
MLL CXXC-DNA inh = qHTS Fluorescence Polarization Assay for Inhibitors of MLL CXXC domain - DNA interaction | MLL-CXXC / FITC-HOXA9 DNA fluorescence polarization | actives 0.037% (n = 290,000) | Potency, µM (doses to about 115 µM), inactives show top-dose activity change, negative = inhibition, most hits filed as inhibitors; active = well fitted inhibition curve with a large enough effect in the polarisation, with a control signal flat, not every such curve was filed as active; inconclusive = small, poorly fitted or top-dose-only effect, or effect the other way, or a change in a side signal; inactive = no such curve, though single readings can be large or run the other way; the % refers to the polarisation; note: potency is the fitted concentration of half-maximal effect
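Steps: dispense CXXC domain solution (7 uM) → pin compounds or unlabeled HOX-A9 DNA control → 5 min ambient → add FLSN-HOX-A9 solution (50 nM) → spin → 30 min ambient → fluorescence polarization. Tris pH 7.5/NaCl/DTT/BSA buffer.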
FBPA coupling cs = qHTS Assay for Inhibitors of Fructose-1,6-bisphosphate Aldolase from Giardia Lamblia: Coupling assay counterscreen. coupling enzyme system counterscreen, AmpLite Red fluorescence. activity change, negative = inhibition, % at 58.2 µM, hits read low. actives 0.67% (n = 290,000). AID 2472, 2010; in the data active = activity change below about -30%; note: % is set by controls: 0 for no effect and ±100 for the full control effect
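Counterscreen of the coupled detection system alone, without aldolase: glyceraldehyde-3-phosphate coupling enzymes plus AmpLite Red readout. Compounds at 57.5 uM final, 10 min RT preincubation, 20 min RT reaction, fluorescence 525/598 nm.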
TSHR antag = Antagonists of the Thyroid Stimulating Hormone Receptor: HTS campaign. Thyrotropin receptor (Homo sapiens), P16473. actives 0.2% (n = 330,000). activity change, negative = inhibition, % at 11.5 µM. TSHR-expressing cells, TSH-stimulated cAMP HTRF, 2 h; stronger effect = lower value. AID 504810, 2011;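 active = activity change below a set negative limit, meaning inhibition stronger than a set level, cut at about -70% in these data; inconclusive = activity change between two set negative limits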; note: % is set by controls: 0 for no effect and ±100 for the full control effect
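TSHR-expressing cells, 200/well, pre-treated with compound, then stimulated with EC80 TSH (4nM final) for 2 hours at 37 deg C. cAMP measured by competitive HTRF: anti-cAMP cryptate antibody in lysis buffer plus cAMP-d2, read after 30 minutes at room temperature.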
GALK inhibitor = qHTS Assay for Inhibitors of Human Galactokinase (GALK) | P51570 | Potency, µM (highest dose often 57.5 µM), for inactives: at the top dose activity change, negative = inhibition, hits mostly inhibitors | AID 1868, 2009 | Purified GALK, Kinase-Glo residual ATP luminescence | actives 0.007% (n = 270,000); note: potency is the fitted concentration of half-maximal effect; % is set by controls: 0 for no effect and ±100 for the full control effect
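Compounds were pin-transferred into ATP buffer (35 uM final), then GALK plus galactose (5 nM, 100 uM final) was added. After 1 h at room temperature, Kinase-Glo Plus was added and luminescence read after 10 min.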
hERG WT inh = qHTS for Inhibitors of KCHN2 3.1: Wildtype qHTS | Voltage-gated inwardly rectifying potassium channel KCNH2 (Homo sapiens), Q12809 | actives 0.37% (n = 340,000) | activity change, % at 1.84 µM | U2OS, BacMam KCNH2, thallium flux FluxOr; stronger effect = lower value | AID 720551, 2013;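 active = maximum activity change below -70%; inconclusive = maximum activity change between -70% and -50%; inactive = maximum activity change above -50%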; note: % is set by controls: 0 for no effect and ±100 for the full control effect
Target sequence (Q12809 whole entry, looked up): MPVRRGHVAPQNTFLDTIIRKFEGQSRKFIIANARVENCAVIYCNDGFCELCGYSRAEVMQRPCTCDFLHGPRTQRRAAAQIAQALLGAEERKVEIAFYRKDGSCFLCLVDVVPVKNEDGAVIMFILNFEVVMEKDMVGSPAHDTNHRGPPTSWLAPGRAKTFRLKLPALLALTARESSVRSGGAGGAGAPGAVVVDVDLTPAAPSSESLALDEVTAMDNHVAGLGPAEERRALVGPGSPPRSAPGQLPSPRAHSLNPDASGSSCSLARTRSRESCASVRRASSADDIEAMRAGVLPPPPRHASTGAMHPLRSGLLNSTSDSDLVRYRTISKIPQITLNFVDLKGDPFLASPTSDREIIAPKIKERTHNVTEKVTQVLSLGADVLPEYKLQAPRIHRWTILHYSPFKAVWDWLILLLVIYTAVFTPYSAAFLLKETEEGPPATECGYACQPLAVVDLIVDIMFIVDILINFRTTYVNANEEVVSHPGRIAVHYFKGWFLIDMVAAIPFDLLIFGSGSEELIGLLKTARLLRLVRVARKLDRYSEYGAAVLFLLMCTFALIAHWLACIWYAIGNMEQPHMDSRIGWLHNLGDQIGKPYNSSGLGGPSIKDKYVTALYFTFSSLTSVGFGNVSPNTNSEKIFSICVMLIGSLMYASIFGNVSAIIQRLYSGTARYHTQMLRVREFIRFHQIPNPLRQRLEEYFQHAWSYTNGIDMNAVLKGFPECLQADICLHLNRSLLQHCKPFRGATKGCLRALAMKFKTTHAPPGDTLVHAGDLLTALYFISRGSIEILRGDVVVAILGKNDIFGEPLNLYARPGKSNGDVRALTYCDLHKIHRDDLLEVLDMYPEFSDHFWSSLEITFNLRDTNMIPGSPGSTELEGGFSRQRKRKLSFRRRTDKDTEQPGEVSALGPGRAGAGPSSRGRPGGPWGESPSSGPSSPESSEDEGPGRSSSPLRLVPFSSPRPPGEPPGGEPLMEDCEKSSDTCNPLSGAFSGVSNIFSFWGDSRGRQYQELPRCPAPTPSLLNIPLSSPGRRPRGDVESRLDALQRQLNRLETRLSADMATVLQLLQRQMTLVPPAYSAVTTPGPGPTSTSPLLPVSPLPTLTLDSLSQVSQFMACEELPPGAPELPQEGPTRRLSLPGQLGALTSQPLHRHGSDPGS
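U2OS cells were transduced with wild-type KCNH2 virus (2.03 x 10^8 / mL) for 4 h at room temperature, then cultured overnight at 37 C. Thallium flux was read with FluxOr dye. Rate constants were normalized to DMSO controls.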
BCR signal inh = qHTS Assay to Find Inhibitors of Chronic Active B-Cell Receptor Signaling. ABC-DLBCL IkBa-CBG/CBR reporter, luminescence ratio, 4 h. Potency, µM (series often up to 46.1 µM), for the others: at the top dose ratio change, negative = lower green/red ratio, most hits filed as inhibitors. actives 0.05% (n = 340,000). AID 493014, 2011; active = well fitted inhibition curve with a large enough effect in the signal ratio, with a control signal flat, not every such curve was filed as active; inconclusive = small, poorly fitted or top-dose-only effect, or effect the other way, or a change in a side signal; the % refers to the signal ratio;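 note: potency is the fitted concentration of half-maximal effect; plate controls were basal doxycycline-induced cells for no effect and cells given 10 µM MG132 for full effect; MG132 reads +100%, hits lower the ratio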
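Cell line TMD8 (human ABC DLBCL), stably expressing tet-inducible CBG68-IkBa fusion and CBR; IMDM/0.5% FBS; cpd up to 46 uM; dox induction, 4 h, 37C/5% CO2; dual luminescence; green/red ratio; MG132 control.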
Giardia killer = Small Molecules that selectively kill Giardia lamblia: qHTS; actives 0.15% (n = 340,000); activity change, % at 7.66 µM, hits read low; AID 540267, 2011; Giardia lamblia trophozoite viability; in the data active = activity change below about -80%; inconclusive = between about -30% and that limit;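 note: parasites exposed to compound for two days anaerobically before the ATP read; % is set by controls: 0 for no effect and ±100 for the full control effect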
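Compounds were tested on trophozoites seeded at 100 cells/well and held 48 hrs at 37 deg C anaerobically. An ATP-based luminescent kit measured the remaining live cells.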
Tb PFK block = qHTS Assay to Find Inhibitors of T. brucei phosphofructokinase; ATP-dependent 6-phosphofructokinase (Trypanosoma brucei brucei), O15648; T. brucei PFK, ADP-Glo luminescence; Potency, µM (doses to about 57.5 µM), for inactives: top-dose activity, negative = inhibition, most hits filed as inhibitors; actives 0.17% (n = 330,000);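 note: potency is the fitted concentration of half-maximal effect; 0% = uninhibited 1x PFK enzyme wells and -100% = no-enzyme wells; nearly all actives have a fitted effect of over 60% in size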
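1.25 nM PFK with 0.5 mM F6P and 0.1 mM ATP in 0.1 M TEA pH 8.0, 5 mM MgCl2, incubated 45 min at room temperature; ADP measured by ADP-Glo luminescence; compounds titrated up to 57 uM.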
TCR activator = Activators of T cell receptors: qHTS campaign. primary human leukocytes, anti-CD3, IL-2 HTRF, 48 h. Potency, µM (series often up to 9.22 µM), without a hit: top-dose activation of IL-2 secretion, usual class: activators. 330,000 tested, under 10 active; note: % of control where 0% means no effect
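Compounds are tested in HTS on primary human leukocytes co-incubated with a-CD3 beads for 48 hr. IL-2 output is measured by time-resolved FRET.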
A-T KAP1 phos = qHTS Assay for Identifying a Potential Treatment of Ataxia-Telangiectasia; […] A-T fibroblasts, KAP-1 phosphorylation AlphaLISA; neocarzinostatin DNA damage 30 min before lysis; Potency, µM (doses to about 57.5 µM), inactives show at the highest dose activation, actives largely listed as activators; actives 0.19% (n = 320,000); AID 485349, 2010; note: potency is the fitted concentration of half-maximal effect; % of control where 0% means no effect; nearly all actives have a fitted effect of over 45% in size
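hTERT-immortalized A-T patient fibroblasts ([…]), 500 cells/well in OPTI-MEM, 1% FBS, got compounds for 60 min, then NCS for 30 min at 37C. Lysates were then assayed for phospho-KAP-1 by AlphaLISA (anti-pKAP1 donor, anti-KAP1 acceptor beads), 6 hr at 25C.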
Starred values were filed as active, the others as inactive; i = inactive; ? = inconclusive; · = no result given; [ ] = remark or other dose. Unless noted, calls come from the whole dose curve; as a rule, active = well fitted curve in the direction sought with a large enough effect; inconclusive = small, poorly fitted or top-dose-only effect, or another doubt; inactive = no such curve, though single readings can be large; an effect the other way counts as inactive or inconclusive.

SMILES	MLL CXXC-DNA inh	FBPA coupling cs	TSHR antag	GALK inhibitor	hERG WT inh	BCR signal inh	Giardia killer	Tb PFK block	TCR activator	A-T KAP1 phos
CC1CC(=O)Nc2ccccc2N1S(=O)(=O)c1cccs1 (stereo not given)	-4%	2	7	0%	-2	0%	5	1%	-15%	4%
CCOCCc1nnc(NC(=O)c2ccc(OC)c(OC)c2)s1	15%	0	1	4%	-6	0%	15	-1%	1%	12%
COc1ccc(-c2[nH]ncc2CN2CCC(C(=O)N3CCOCC3)CC2)c(F)c1	?	3	14	7%	48	4%	20	-5%	-7%	2%
Cc1ccc(OCC(=O)N/N=C\c2ccncc2)c(C)c1	9%	0	-9	-1%	·	0%	9	5%	8%	1%
Cc1cccc(CCNC(=O)C2CCC(=O)N(Cc3ccc(Cl)cc3)C2)n1 (stereo not given)	8%	·	-3	6%	-5	-1%	-14	1%	1%	12%
CCn1nc(C)c(CNCc2cn[nH]c2-c2cc3ccccc3o2)c1C	-15%	0	-9	-1%	3	?	-6	5%	3%	-5%
COc1ccc(CN2CCN(CCc3ccccc3)C(CCO)C2)c(O)c1 (stereo not given)	2%	0	-14	0%	50	0%	2	-5%	13%	-1%
COc1ccc(C2=Nc3cccc4cccc(c34)N2)cc1	-15%	-2	9	1%	-7	5%	-9	-5%[0.46 µM]	4%	-6%
CC(C)CCNC(=O)/C=C/c1ccc(Br)cc1	8%	-2	-6	1%	-2	?	-8	4%	?	4%
Cc1ccc(S(=O)(=O)NCC(=O)N2CCOCCOCCOCC2)cc1	-11%	0	20	-3%	5	-6%	7	-1%	1%	-9%
CC(C)(C)NC(=O)CN(C(=O)c1csnn1)c1cccc2c1CCCC2	-4%	0	3	6%	-19	3%	-9	2%	-1%	-7%
CCNc1oc(COc2cccc(C)c2)nc1C#N	1%	1	?	0%	-7	-4%	-14	-7%	0%	1%
COc1ccc(NC(=O)C(C)SCc2ccccc2)cc1 (stereo not given)	-5%	-10	-1	8%	·	7%	-12	-13%	5%	5%
Cc1ccc(Cn2nnc3c(=O)[nH]c(C4CCN(C(=O)Cc5cccs5)CC4)nc32)cc1	2%	5	7	3%	-10	3%	13	0%	-5%	2%
CN(C)c1ccc(NC(=O)CN2CCC(N3CCCCC3)CC2)cc1	3%	-1	-12	-2%	1	9%	9	-4%	·	-4%
CCCNC(=O)/C(C#N)=C1\N=C(NC(=O)c2cccs2)c2ccccc21	6%	-1	-2	10%	-1	-1%	13	0%	12%	7%
CCN(C(=S)NC(=O)C1CC1)c1ccccc1	-7%	2	6	-1%	-3	2%	0	5%	3%	2%
Cc1ccc(N2C(=O)c3ccccc3C2Nc2ccccc2)nc1 (stereo not given)	0%	0	2	3%	-2	26%	17	-4%	2%	5%
O=C(CN1C(=O)NC2(CCCCC2)C1=O)N1CCN(S(=O)(=O)c2ccc(Cl)s2)CC1	·	·	7	·	-1	5%	-3	0%	-4%	3%
Cc1cc(SCc2ccccc2)nc(=O)[nH]1	?	2	12	-1%	-5	-13%	-18	0%	-7%	-2%
O=C(Nc1ccccc1N1CCOCC1)C1(c2ccc(Cl)cc2)CCC1	-2%	1	-1	12%	6	18%	-6	13%	0%	13%
COC(=O)CP(=O)(c1ccccc1)c1ccccc1	-6%	2	4	-1%	-6	-14%	7	1%	0%	3%
O=C(Cc1coc(-c2ccc(F)cc2)n1)NCc1ccccc1	-1%	2	-1	0%	-9	?	6	3%	7%	-1%
CC(Oc1cccnc1[N+](=O)[O-])C(=O)N1CCc2ccccc21 (stereo not given)	·	·	22	·	2	?	-29	-1%	17%	2%
CCOC(=O)c1cccc(NC(=O)CSc2nnc(-c3ccoc3C)n2CCOC)c1	-3%	-5	2	2%	2	1%	1	-10%	-13%	7%
CCCCCCNC(=O)c1cccc(-c2ccc(C)c3ccccc23)n1	-1%	-6	1	·	-3	0%	8	0%	8%	·
CCOC(=O)N1CCN(C(=O)COC(=O)c2cc(Cl)cc(Cl)c2)CC1	·	·	-9	·	1	-1%	-5	0%	3%[46.1 µM]	7%
Cc1ccc(=O)n(C(C(=O)NCc2ccco2)C(=O)c2ccc(F)cc2)c1 (stereo not given)	2%	-10	-5	-4%	-8	7%	14	-5%	-4%	-1%
O=C(Nc1ccccc1C(=O)NCCc1ccccc1)c1cnccn1	-1%	2	0	5%	-6	13%	1	2%	4%	-6%
Cc1nnc(NC(=O)CSc2nnc(-c3ccccc3)n2C)s1	4%	0	-2	11%	-1	1%	15	4%	4%	5%
O=C(c1ccc2c(=O)n3c(nc2c1)CCCCC3)N1CCN(Cc2ccccc2)CC1	10%	0	-5	-2%	-5	?	-2	-1%	·	0%
O=C(Nc1cc(F)cc(F)c1)c1ccc(NCCCN2CCCCCC2)c([N+](=O)[O-])c1	21%	0	4	1%	37	?	28	-3%	·	-8%
Cc1ccccc1OCC(=O)NC(=S)Nc1ccccc1N1CCN(S(C)(=O)=O)CC1	0%	·	23	7%	-9	-3%	-2	1%	4%	10%
O=C(O)C1CSC(c2ccccc2Cl)N1C(=O)c1ccc(Cl)cc1 (stereo not given)	4%	10	7	0%	0	3%	-1	6%	-3%[46.1 µM]	2%
CCN1CCc2c(sc(NC(=O)Cc3ccccc3)c2C(=O)OC)C1	·	1	4	·	-11	-11%	5	7%	-8%	7%
O=C(Nc1ccc(S(=O)(=O)N2CCOCC2)cc1)c1ccc2ncsc2c1	-21%	-2	-10	-2%	-1	?	-21	4%	-5%	32%
CCC(C)Nc1nc2c(c(=O)n(C)c(=O)n2C)n1C (stereo not given)	-2%	0	-5	0%	11	?	-1	-3%	-9%	6%
CC(C)CC(=O)NC(=S)NNC(=O)c1ccc([N+](=O)[O-])cc1	3%	-3	25	0%	-7	1%	?	1%	-2%	-6%
COc1ccc(OC)c(C2C3=C(CCCC3=O)NC3=C2C(=O)CCC3)c1	10%	1	5	2%	-1	5%	13	2%	0%	3%
CC1=NNC(=O)/C1=C\c1cn(-c2ccccc2)nc1-c1ccccc1	-2%	-7	-25	3%	-5	?	9	-2%	-2%	-10%
CCOC(=O)c1ccc(NC2Nc3cc(C)nn3S2)cc1 (stereo not given)	3%	1	-7	-3%	21	?	-9	1%	4%	13%
O=C(Nc1nc2ccccc2s1)c1c(F)cccc1Cl	-1%	1	-3	-1%	-4	?	-5	4%	·	3%
COc1ccc(Cl)cc1NC(=O)c1cc(-c2ccc(C)cc2O)n[nH]1	4%	2	7	-1%	-2	?	-17	1%	3%	-3%
O=C(Nc1cccc(Cl)c1)NC1CCN(C2CCCCC2)C1 (stereo not given)	5%	0	-8	5%	26	-1%	-8	3%	-1%	2%
Cc1cc(Br)ccc1NC(=O)CN(C)C(=O)COc1cccc2c1OC(C)(C)C2	·	·	-4	·	8	?	-9	14%	-1%	-1%
CC(C)(C)NC(=O)Cc1ccc(Cl)c(Cl)c1	20%	0	4	2%	i	4%	-19	?	-5%	3%
N#C/C(=C\c1ccc2c(c1)OCCO2)C(=O)NC1CCCCC1	-11%	3	-15	-4%	-8	?	4	5%	3%[46.1 µM]	14%
Cc1nn(C)cc1CNC(=O)c1ccc(F)cc1	7%	0	-1	0%	-3	-5%	-11	-7%	2%[46.1 µM]	-4%
Cc1ccc(S(=O)(=O)N2CCN(c3ccccc3)CC2)cc1	9%	4	-12	6%	8	6%	10	-2%	·	-31%
COc1ccc(C(=O)C2CCCN(Cc3cccn3-c3ccc(Cl)cn3)C2)c(OC)c1 (stereo not given)	10%	9	15	0%	-30	?	41[activator]	-7%	-5%	-5%
N#Cc1ccc(S(=O)(=O)N2CCC(N3CCCCC3)CC2)cc1	1%	4	-5	14%	28	0%	-19	4%	2%	-8%
O=C(NC12CC3CC(CC(C3)C1)C2)N1CCC(O)CC1	5%	0	8	0%	-5	4%	2	-2%	3%	3%
